14-3-3 Bad PPI: disrupts binding of bovine 14-3-3 zeta to phospho-Bad peptide; P63103; TR-FRET 14-3-3zeta/Dy647-pBad peptide displacement, 1 h; inhibition, % at 21.7 µM; 0.71% of 220,000 active; AID 781;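 active = inhibition above about 70%, limit read from the data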;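 also: 0% = full 14-3-3 plus peptide FRET controls and 100% = background without 14-3-3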
Runt-SMMHC FRET: inhibitors of human RUNX1 Runt domain binding to CBFb-SMMHC. Cerulean-Runt/Venus-CBFb-SMMHC FRET ratio 530/480, 1 h. Q01196+Q13951. AID 1434. 0.74% of 220,000 active. inhibition, % at 20 µM;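 active = mean inhibition across duplicate retests at 20 µM reaching about 50%, limit read from the data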;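 also: 0% = DMSO wells and 100% = wells with excess untagged CBFb-SMMHC; inhibitors lower the FRET ratio by blocking Runt binding to CBFb-SMMHC; some results filed as inactive read as strong as hits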
thrombin 1536: thrombin (human) inhibition; alpha-thrombin, Boc-VPR-AMC fluorogenic substrate cleavage; 0.26% of 220,000 active; AID 1046; P00734; inhibition, % at 5 µM;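 active = inhibition at or above 40%; inactive = inhibition below 40%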;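 also: 0% = enzyme with no compound and 100% = wells without enzyme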
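System – human alpha-thrombin protein · Reagent – Boc-VPR-AMC substrate, 15 µM final · Compound – 5 µM single dose in 0.2% DMSO · Schedule – reaction at room temperature · Technique – AMC fluorescence at 355 nm excitation and 460 nm emission · Read-out basis – % inhibition relative to enzyme controls and enzyme-free blanks · Control set – no-compound enzyme wells and no-enzyme blanks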
Runt-CBFb FRET: inhibitors of human RUNX1 Runt domain binding to CBFb; 0.46% of 220,000 active; inhibition, % at 20 µM; AID 1496; Cerulean-Runt/Venus-CBFb FRET ratio 530/480, 1 h;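 active = inhibition over about 50% at 20 µM in the single-dose screen, limit read from the data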;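 also: 0% = DMSO wells and 100% = excess unlabeled CBFb competitor control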
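Assay system: Cerulean-Runt domain / Medium: Tris 50 mM pH 7.5, KCl, K2SO4, 0.01% BSA / Timing: protein complex preformed 1 h, compound exposure 1 h, room temperature, dark / Measured by: FRET, excitation 422 nm, emission at 530 and 480 nm / Evaluation: loss of energy transfer signal / Control set: 5 µM unlabeled CBFb as full-inhibition high control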
FXIa inh: factor XIa (human) inhibition. purified FXIa, Boc-Glu-Ala-Arg-AMC fluorogenic substrate. P03951. 0.14% of 220,000 active. inhibition, % at 5 µM;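 active = inhibition of at least 40%; inactive = inhibition below 40%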;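 also: fluorescence of freed AMC excited at 355 nm; 0% = enzyme without compound and 100% = no enzyme blank; many of its hits are not listed in these tables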
Wee1 stabilizer: human Wee1 degradation inhibition, primary screen. P30291. HeLa Luc-Wee1K328M stability, luciferase luminescence; 100% = proteasome inhibitor MG132 effect. reporter increase, % at 5 µM. 1.2% of 220,000 active;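 active = activation above the mean of all tested compounds plus 3 SD, set per screening run, cut at about 8.8% in these data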;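 also: cells exposed to compound for 20 h before luminescence read; 0% = DMSO alone and 100% = MG132 at 30 µM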
Target sequence (P30291 whole entry K328M): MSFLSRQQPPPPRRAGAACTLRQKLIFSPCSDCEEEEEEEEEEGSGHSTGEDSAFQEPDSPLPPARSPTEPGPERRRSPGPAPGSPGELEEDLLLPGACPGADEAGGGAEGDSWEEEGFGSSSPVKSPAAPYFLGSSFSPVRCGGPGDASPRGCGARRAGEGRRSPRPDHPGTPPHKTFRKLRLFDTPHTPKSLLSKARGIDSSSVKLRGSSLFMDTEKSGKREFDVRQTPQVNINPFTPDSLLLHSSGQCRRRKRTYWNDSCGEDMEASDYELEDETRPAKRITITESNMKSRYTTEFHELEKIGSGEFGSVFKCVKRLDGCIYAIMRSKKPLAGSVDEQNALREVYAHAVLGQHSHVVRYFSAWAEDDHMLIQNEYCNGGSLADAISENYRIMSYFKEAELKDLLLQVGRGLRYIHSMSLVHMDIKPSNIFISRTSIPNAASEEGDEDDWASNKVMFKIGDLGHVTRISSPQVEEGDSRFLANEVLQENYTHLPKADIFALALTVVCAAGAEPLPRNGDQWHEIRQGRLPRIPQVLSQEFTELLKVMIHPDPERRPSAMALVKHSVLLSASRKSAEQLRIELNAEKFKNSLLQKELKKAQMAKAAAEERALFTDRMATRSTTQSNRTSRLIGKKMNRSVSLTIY
Hck-Nef inh: human Hck-Nef kinase inhibition; Recombinant Hck-YEEI plus Nef, Z-Lyte FRET kinase assay; inhibition, % at 20 µM; 0.68% of 220,000 active; AID 463187;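 active = Hck-Nef kinase inhibition above about 50%, limit read from the data; inactive = inhibition below that limit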;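 also: 0% = DMSO with Hck plus Nef and 100% = Hck alone without Nef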
FXIIa inh: factor XIIa (human) inhibition; inhibition, % at 5 µM; 0.3% of 220,000 active; P00748; purified FXIIa, Boc-QGR-AMC fluorogenic substrate, 2 h; AID 800; in the data active = inhibition above about 40%;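 also: 0% = enzyme with no compound and 100% = blank without enzyme; many of its hits are not listed in these tables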
KLK5 inh: blocks human kallikrein 5 protease activity. Q9Y337. recombinant hK5, fluorogenic AMC substrate cleavage. inhibition, % at 5 µM. 0.59% of 210,000 active. AID 873;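 active = inhibition of 40% or more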;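 also: 0% = enzyme controls without compound and 100% = no-enzyme blanks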
Target sequence (Q9Y337 67-293 limits assumed): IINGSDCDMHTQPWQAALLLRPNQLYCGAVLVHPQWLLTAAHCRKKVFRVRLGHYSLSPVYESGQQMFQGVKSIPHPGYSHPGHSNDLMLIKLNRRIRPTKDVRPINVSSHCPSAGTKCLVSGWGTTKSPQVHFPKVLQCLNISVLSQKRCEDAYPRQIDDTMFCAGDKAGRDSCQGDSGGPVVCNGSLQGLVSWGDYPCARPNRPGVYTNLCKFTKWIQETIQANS
* hit, by the source's call; . = not tested or not shown; [ ] = another dose, or the depositor's remark.

entry	SMILES	FXIIa inh	Wee1 stabilizer	Runt-SMMHC FRET	KLK5 inh	Runt-CBFb FRET
1	Cc1cc(C)nc(N(C#N)CC(=O)c2ccccc2)n1	10	0	3	0	-1
2	CC(=O)N1CCN(C(=S)NCCc2ccccc2)CC1	13	-1	6	-18	1
3	O=C(CCNc1n[nH]c(=O)[nH]c1=O)N/N=C/c1ccccc1Br	9	7	0	0	-1
4	COC(=O)Nc1nc(Sc2ncc(C(F)(F)F)cc2Cl)n[nH]1	9	2	3	-12	0
5	O=C(c1cc2ccccc2oc1=O)N(Cc1ccccc1)Cc1ccc2c(c1)OCO2	10	-1	1	0	0
6	CO/N=C(\CCC(=O)O)c1cccs1	0	2	-1	-5	2
7	O=C(CSc1c(Cl)cccc1Cl)NC1CCCc2ccccc21 (stereo not given)	26	5	-2	-7	2
8	Cc1cc(C(=O)NCCC(C)C)c2ccccc2n1	-2	0	-2	4	0
9	O=C(NC(=S)Nc1nc2c(ccc3ccccc32)s1)c1cccs1	1	1	-5	-51	5
10	Fc1ccc(C2CCCN2Cc2nc(CC3CC3)no2)cc1 (stereo not given)	11	0	0	0	1

entry	14-3-3 Bad PPI	FXIa inh	Hck-Nef inh	thrombin 1536
1	9	0	-6	-6
2	-7	11	6	-1
3	-9	-1	0	0
4	8	9	3	-2
5	-7	3	-6	-18
6	3	-6	16	-4
7	5	20	4	-11
8	-2	2	7	-8
9	-4[fluorescence artefact?]	-4	-1	-13
10	-13	-2	18	-9

More results.
entry	SMILES	FXIIa inh	Wee1 stabilizer	Runt-SMMHC FRET	KLK5 inh	Runt-CBFb FRET
11	CCCSc1nnc(Nc2ccccc2C)s1	19	1	4	-11	0
12	COc1cc(NC(=S)NCc2cccnc2)cc(OC)c1OC	6	-2	-1	.	-2
13	CO/N=C(\C(=O)O)c1csc(NN=C(C)C)n1	14	-4	5	6	35
14	CC(=O)Nc1cc(C(=O)N2CCN(C)CC2)ccc1S(=O)(=O)c1ccc(C)cc1	-4	-4	-2	-4	2
15	O=C(Nc1ccc2c(c1)OCO2)C1CCCCN1S(=O)(=O)c1ccc(F)cc1 (stereo not given)	9	-2	2	-7	-3
16	O=C(COC(=O)CCS(=O)(=O)c1ccc(Cl)cc1)NCCc1ccc(Cl)cc1Cl	13	-1	0	-13	-5
17	O=C(Cc1cccs1)Nc1nnc(Cc2ccc(F)cc2)s1	31	0	-1	77*	2
18	COc1cnn(-c2ccc(F)cc2)c(=O)c1Br	4	1	-1	-9	-1
19	CN(C)S(=O)(=O)c1cccc(NC(=O)COC(=O)c2cc3ccccc3oc2=O)c1	9	3	-5	-1	-4
20	CS(=O)(=O)c1ccccc1C(=O)Nc1nc2ccccc2[nH]1	4	4	-9	2	0

entry	14-3-3 Bad PPI	FXIa inh	Hck-Nef inh	thrombin 1536
11	16	2	2	-2
12	-12	1	-4	-5
13	8	1	16	-3
14	-9	1	-1	-25
15	-1	-6	2	-1
16	1	7	4	1
17	-6	15	0	23
18	-6	-3	21	1
19	26	-2	0	-2
20	-1	8	7	-3

Continued.
entry	SMILES	FXIIa inh	Wee1 stabilizer	Runt-SMMHC FRET	KLK5 inh	Runt-CBFb FRET
21	CCOc1ccc(/C(O)=C2\C(=O)C(=O)N(c3cc(C)on3)C2c2ccccc2OC)cc1 (stereo not given)	4	1	2	14	2
22	COc1ccccc1C(=O)COC(=O)c1ccccc1O	.	-1	-8	3	1
23	CC(C)n1nnnc1C(c1ccc(F)cc1)N1CCN(C2CCCC2)CC1 (stereo not given)	5	-1	-6	3	-1
24	N/C(Cc1ccc([N+](=O)[O-])cc1)=N\OC(=O)c1ccc(Br)cc1	0	1	0	-2	-3
25	Cc1ccc(C(=O)Nc2ccccc2Sc2ccccc2)cc1	0	3	0	-3	-3
26	Cc1nc2c(Br)c(C)nn2c2c1CCC2	7	-5	-1	-1	-2
27	O=C(CN1CCN(c2ccccc2F)CC1)c1c[nH]c2ccccc12	16	2	2	28	-2
28	COc1cccc(NC(=O)CN(C)CC(=O)Nc2ccc(Cl)cc2[N+](=O)[O-])c1	3	-1	-8	-5	-5
29	Nc1nnc(SCc2nnc(-c3ccccc3)o2)s1	9	3	1	-4	-1
30	OC(COc1ccc2ccccc2c1)CN1CCOCC1 (stereo not given)	-1	5	8	4	-1

entry	14-3-3 Bad PPI	FXIa inh	Hck-Nef inh	thrombin 1536
21	52	-8	-1	-6
22	5	7	-38	-1
23	5	-5	-3	-2
24	-6[fluorescence artefact?]	-4	1	-5
25	-3	-1	0	-9
26	-7	2	23	.
27	-4	-19	2	3
28	2	-2	11	-9
29	-12	13	20	-4
30	8[fluorescence artefact?]	8	0	-7

(cont.)
entry	SMILES	FXIIa inh	Wee1 stabilizer	Runt-SMMHC FRET	KLK5 inh	Runt-CBFb FRET
31	CCc1ccc(NC(=O)C2(c3ccccc3)CC2(Cl)Cl)cc1 (stereo not given)	22	1	3	2	.
32	COc1ccc(NC(=S)N(CCCN2CCOCC2)C(C)c2cc3ccccc3o2)cc1 (stereo not given)	7	-1	2	3	-3
33	O=C(CSc1nnc(COc2ccccc2)o1)N1CCN(c2ccccc2)CC1	16	-2	6	-4	-2
34	COCCN(CCOC)c1cc(C)c(C#N)c2nc3ccccc3n12	-3	-1	63*	2	53*
35	COc1cc(-c2cc(=O)c3c(O)c(OC)c(OC)cc3o2)cc(OC)c1O	9	.	-2	0	-1
36	CCOc1ccc(CSC(CC(=O)O)C(=O)O)cc1 (stereo not given)	1	0	1	-5	2
37	CCOC(=O)c1ccc(NCC(O)COc2ccccc2)cc1 (stereo not given)	8	0	-4	-18	-1
38	COc1ccc(C2C(C(=O)c3ccco3)=C(O)C(=O)N2CCc2ccccc2)cc1OC (stereo not given)	-17	0	-2	0	1
39	O=C(NN1C(=O)c2ccc3c4c(ccc(c24)C1=O)CC3)c1ccc(Br)cc1	-24	-1	30	-10	11
40	CCc1ccc(NC(=O)Cn2c(=O)n(CCCC(=O)NCc3ccco3)c(=O)c3ccccc32)cc1	-7	-1	-4	-8	-4

entry	14-3-3 Bad PPI	FXIa inh	Hck-Nef inh	thrombin 1536
31	-2	20	0	2
32	-6	-3	16	-3
33	2[fluorescence artefact?]	8	10	5
34	2	0	6	-3
35	2	2	98*	3
36	1	0	0	4
37	2	5	-3	4
38	15	-6	0	-9
39	15[fluorescence artefact?]	-13	1	-7
40	8	-3	1	-9

(continued)
entry	SMILES	FXIIa inh	Wee1 stabilizer	Runt-SMMHC FRET	KLK5 inh	Runt-CBFb FRET
41	COc1cc(C(=O)Nc2ccc(C(C)=O)cc2)c(Br)c(OC)c1OC	13	2	2	-10	-2
42	COC(=O)C1=C(C)N(c2ccccc2)C(=S)NC1c1ccccc1C(F)(F)F (stereo not given)	8	-3	3	-6	-1
43	COc1ccc(OC)c(NC(=O)/C=C/c2ccccc2[N+](=O)[O-])c1	15	0	2	-16	-1
44	CCOC(=O)c1ccc(Nc2nc(-c3cccnc3)nc3ccccc23)cc1	5	1	-3	-29	-1
45	COCc1ccccc1Cn1cnc2c1c(=O)n(C)c(=O)n2C	15	-3	0	5	0
46	Cc1ccc(Nc2ncnc(-n3cccc3)n2)cc1Cl	8	0	0	-1	0
47	CCOc1cccc(=O)c2c(C)n(CC(=O)c3ccccc3)c(C)c12	12	6	-16	-4	0
48	O=C(NCc1ccco1)c1cccc(S(=O)(=O)N2CCCCC2)c1	5	-2	-1	2	-2
49	O=c1c2cc(Cl)ccc2[nH]c(=S)n1Cc1ccco1	11	-2	19	-35	26
50	Cc1sc2ncn(CC(=O)NCC(=O)N(C)C3CCCCC3)c(=O)c2c1C	16	-1	2	5	3

entry	14-3-3 Bad PPI	FXIa inh	Hck-Nef inh	thrombin 1536
41	11	7	-5	-3
42	-8	-8	15	-21
43	-20	5	4	0
44	75*[fluorescence artefact?]	-1	2	-6
45	16	-2	1	-1
46	0	1	-5	-2
47	-13	-2	14	7
48	-1[fluorescence artefact?]	-2	13	1
49	-18	-11	4	-2
50	-1	4	-1	12

Screening results (PubChem)
